Compound activity deposited in PubChem BioAssay by several laboratories.
procasp3 activ: activators of human procaspase-3 D3A mutant, primary screen, biochemical, absorbance, PC-3 D3A mutant, single concentration. Caspase-3 (Homo sapiens), P42574. recombinant procaspase-3 D3A, Ac-DEVD-pNA absorbance 405 nm. activation, % at 8.5 µM. 330,000 compounds, 0.11% hits;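 active = activation above the mean of all tested compounds plus 3 SD, cut at about 21% in these data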;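 note: 0% = DMSO alone and 100% = DMSO wells spiked with extra 5 µM PC-3 D3A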
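Test system: Procaspase-3 D3A mutant; medium: Zinc-free HEPES/NaCl buffer with 0.01% Triton X-100 at pH 7.4; reagent: DEVD-pNA substrate; doses: one concentration, 8.5 µM nominal, 0.8% DMSO; times: 1 h preincubation plus 2 h reaction at 25 °C; signal: Epi-absorbance at 405 nm of released p-nitroaniline, 0 and 120 min; replicates: singlicate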
MEP2 TOR yeast: modulators of MEP2-GFP levels in yeast, primary screen, S. cerevisiae, multiplex flow cytometry, MLPCN library; S. cerevisiae MEP2-GFP strain, 3 h; 100% = DMSO control level; GFP response vs DMSO, % at 10 µM; 330,000 compounds, 0.51% hits; AID 2016, 2009;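 active = GFP response versus DMSO above a set limit, roughly screen mean plus 3 SD, cut at about 180% in these data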;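 note: median GFP fluorescence of the barcode-gated MEP2-GFP cells per well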
AHR act: AHR activators, primary screen, cell-based, luminescence, luciferase reporter, human. Aryl hydrocarbon receptor (Homo sapiens), P35869. AHR-responsive luciferase reporter cells. activation, % at 5 µM. 320,000 compounds, 2.5% hits. AID 2796, 2010; in the data active = activation above about 47%;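 note: 0% = vehicle wells and 100% = reference agonist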
Target sequence (P35869 whole entry, looked up): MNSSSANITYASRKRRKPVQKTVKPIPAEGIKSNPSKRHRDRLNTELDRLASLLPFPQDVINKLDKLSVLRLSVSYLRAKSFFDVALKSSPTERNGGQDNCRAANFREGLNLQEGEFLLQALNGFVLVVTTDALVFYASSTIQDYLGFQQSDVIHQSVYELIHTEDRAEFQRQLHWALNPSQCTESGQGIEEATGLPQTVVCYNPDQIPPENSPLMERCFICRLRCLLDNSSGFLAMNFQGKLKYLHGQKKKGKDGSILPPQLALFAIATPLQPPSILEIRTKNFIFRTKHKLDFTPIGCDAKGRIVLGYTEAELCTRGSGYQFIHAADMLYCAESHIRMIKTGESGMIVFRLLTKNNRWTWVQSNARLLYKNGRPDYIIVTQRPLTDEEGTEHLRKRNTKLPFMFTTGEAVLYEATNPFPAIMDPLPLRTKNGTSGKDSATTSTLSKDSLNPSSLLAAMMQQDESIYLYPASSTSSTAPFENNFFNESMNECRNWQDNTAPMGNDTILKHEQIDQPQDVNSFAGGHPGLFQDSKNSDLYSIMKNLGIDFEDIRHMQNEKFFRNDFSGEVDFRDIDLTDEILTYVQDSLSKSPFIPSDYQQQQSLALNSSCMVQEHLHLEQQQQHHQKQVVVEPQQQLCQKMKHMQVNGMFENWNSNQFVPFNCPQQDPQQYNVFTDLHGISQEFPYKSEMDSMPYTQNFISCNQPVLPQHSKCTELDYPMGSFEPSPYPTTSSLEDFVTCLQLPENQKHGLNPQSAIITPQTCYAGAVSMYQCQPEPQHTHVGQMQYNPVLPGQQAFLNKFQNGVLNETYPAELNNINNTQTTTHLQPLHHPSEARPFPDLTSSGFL
procasp7 counter: procaspase-7 activators, primary screen, counter-screen for procaspase-3 activator project, biochemical, absorbance, HTS, human; Caspase-7 (Homo sapiens), P55210; AID 463210, 2010; recombinant procaspase-7, Ac-DEVD-pNA absorbance 405 nm; D23A/D198A/D206A triple mutant, cannot self-cleave; scale: DMSO 0, 5 µM enzyme 100; activation, % at 8.5 µM; 330,000 compounds, 0.093% hits;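 active = percent activation above the screen-wide mean plus 3 SD, cut at about 25% in these data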
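System: Procaspase-7 triple mutant (PC-7 D3A); measure: % activation from two-timepoint absorbance difference, scaled to controls; times: 1 h compound preincubation, 2 h substrate cleavage, 25 °C; also added: Ac-DEVD-pNA substrate, 400 µM as added; measured by: Epi-absorbance of released pNA at 405 nm, two timepoints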
RPL19A-GFP yeast: RPL19A-GFP expression modulators in yeast, primary screen, cell-based, S. cerevisiae, multiplex flow cytometry, MLPCN; S. cerevisiae RPL19A-GFP strain, 3 h; active compounds read low; percent response vs DMSO, % at 10 µM; 330,000 compounds, 0.3% hits; AID 2025, 2009;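 active = percent response vs DMSO below 50%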;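 note: median channel GFP fluorescence of the barcoded RPL19A-GFP strain; ratio of sample median GFP to plate DMSO average so 100% = DMSO; lower means less RPL19A-GFP as with rapamycin TOR inhibition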
EBNA-1 inhibitor: EBNA-1 DNA-binding inhibitors, primary screen, biochemical, fluorescence polarization | inhibition, % at 14.8 µM | 300,000 compounds, 0.34% hits | AID 1950, 2009; in the data active = inhibition above about 28%
LAP4-GFP MLPCN: modulators of LAP4-GFP expression in yeast, primary screen, S. cerevisiae, multiplex flow cytometry, MLPCN library; GFP response vs DMSO, % at 10 µM; 3 h; median GFP as percent of DMSO wells; 320,000 compounds, 0.34% hits;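 active = GFP response vs DMSO above a set limit, about the screen mean plus 3 SD, cut at about 150% in these data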
ZTA counter: blocks Epstein-Barr virus ZTA, an EBNA-1 counter-screen. ZTA-DNA binding, fluorescence polarization. inhibition, % at 11 µM. 320,000 compounds, 0.15% hits. AID 2234; in the data active = inhibition above about 33%
* marks the source's active call; other numbers are inactive results; nt = no result given; [ ] = dose if it differs, or a comment.

mol	procasp3 activ	MEP2 TOR yeast	AHR act	procasp7 counter	RPL19A-GFP yeast	EBNA-1 inhibitor	LAP4-GFP MLPCN	ZTA counter
COc1ccc(OC)c(S(=O)(=O)N(C)CC(=O)N2CCN(c3ccccc3F)CC2)c1	-6.9	111.8	1.1	-8.1	103.3	-3.0	113.9	-6.7
CN(C)CCCNc1ccc(S(N)(=O)=O)cc1[N+](=O)[O-]	-3.1	98.4	0.7	-0.7	99.4	-0.1	90.1	-3.3
CCOC(=O)C1=C(C)Nc2ncnn2C1c1cccs1 (stereo unspecified)	7.1	89.0	1.4	5.3	89.9	-0.8	85.7	16.6
Cc1ccc(-c2c3c(nc4sc(C(N)=O)c(N)c24)CCC3)cc1	-9.7	95.7	-3.5	-5.6	92.9	1.8	91.6	-4.5
COc1ccc(C(=O)Nc2ccc(C3CC3(Cl)Cl)cc2)cc1 (stereo unspecified)	7.6	92.5	-4.0	-5.0	97.6	-1.5	96.0	-25.9
COc1cccc(Cn2c(OCC3CCCO3)nc3c2c(=O)n(C)c(=O)n3C)c1 (stereo unspecified)	13.4	95.9	3.7	-3.2	101.2	5.5	92.6	11.2
Cc1cccc(N(C(=O)CCC(=O)Nc2cc(C)on2)C(C(=O)NC2CCCC2)c2ccc(C)o2)c1 (stereo unspecified)	2.7	103.3	4.9	13.1	92.4	-2.7	86.4	-21.0
COC(=O)c1ccc(CSc2nc3c(c(=O)n2-c2ccccc2)SCC3)o1	-2.3	100.5	-0.4	11.4	101.9	4.9	101.1	17.5
Cc1ccc(NC(=O)CNc2ccccc2N2CCCC2=O)cc1S(=O)(=O)N1CCCCC1	-3.9	94.9	-0.4	6.7	94.1	nt	98.0	-8.0
Oc1ccccc1N1CCN(C(=S)NCc2ccccc2)CC1	-1.8	100.5	-1.2	-1.4	91.1	-4.6	106.2	12.4
CC(C)(C)NC(=O)C(c1ccncc1)N(Cc1cccs1)C(=O)c1csnn1 (stereo unspecified)	0.3	93.1	0.2	-5.3	93.3	-13.6	104.9	-0.7
CC(C)CC(c1nnnn1C(C)C)N1CCN(c2cccc(Cl)c2)CC1 (stereo unspecified)	10.2	86.1	3.6	-5.4	101.5	-1.4	97.4	9.4
O=C(N/C(=C/c1cccnc1)C(=O)N1CCOCC1)c1ccco1	2.7	127.9	6.3	11.3	108.7	4.3	110.4	9.7
O=C(c1ccncc1)c1ccc(NC(=O)c2cccs2)cc1	-1.6	106.7	2.0	-0.1	95.3	-1.2	107.7	-4.9
CCCSc1oc(-c2ccco2)nc1S(=O)(=O)c1ccc(C)cc1	-1.2	105.0	-2.6	-1.5	107.4	-6.8	113.8	-4.2
O=C(Nc1ccccc1C(=O)O)C1=NN=CC1	0.3	107.0	2.6	-6.0	98.2	-1.6	103.4	-28.0
CCCNC(=O)C(=O)N/N=C/c1ccc(OCc2ccccc2)cc1	8.4	106.7	-2.9	5.5	106.2	-5.3	91.9	7.1
CCOC(=O)c1c(-c2ccc(C)o2)csc1NC(=S)NC(=O)N(C)C	-6.3	92.6	57.4*	-19.2	90.3	-6.6	115.8	17.1
Cc1cccc2cc(CN(CCN(C)C)C(=S)Nc3ccccc3)c(=O)[nH]c12	11.7	107.5	4.9	-0.9	101.9	2.1	97.4	-6.8
O=C(CN1C(=O)c2ccccc2C1=O)Nc1ccccc1	15.9	100.4	0.1	11.5	101.2	-3.8	95.1	9.9
Cc1noc(C)c1CSCC(=O)OCc1nnc(-c2ccc([N+](=O)[O-])cc2)o1	3.4	101.2	2.4	2.2	96.9	nt	102.4	nt
CCCC(=O)N1CCC(CCC(=O)NC2CC2)CC1	2.5	107.0	-2.5	0.7	101.7	-0.8	90.2	-21.0
CN1C(=S)N2CCCN2C1c1ccccc1 (stereo unspecified)	-5.9	100.5	1.6	6.2	98.0	2.3	103.4	-1.8
CCCOc1ccc(NC(=O)CC2C(=O)OCC3CCCCN32)cc1 (stereo unspecified)	-22.6	100.5	0.9	-28.3	100.5	nt	96.0	-12.6
COc1ccc(NS(=O)(=O)c2cccc(C(=O)NNC(=O)CNC(=O)c3ccco3)c2)cc1	-6.4	93.8	-4.8	-6.4	93.0	11.5	109.8	11.6
CCCN(C(=O)CSCC(=O)Nc1ccc(OC)cc1)c1c(N)n(Cc2ccccc2)c(=O)[nH]c1=O	5.0	101.9	-0.6	6.8	100.0	-1.0	103.3	-14.9
O=C(CCOc1ccccc1F)N1CCN(c2ccccc2O)CC1	4.6	104.6	-0.5	-0.2	97.1	5.3	107.7	13.8
N#CC1=C2Nc3ccccc3N2C(=O)NC1(c1ccccc1)C(F)(F)F (stereo unspecified)	-2.2	106.5	-1.4	-10.4	100.0	4.6	104.0	15.3
Cc1nn(C)c(C)c1Sc1ccc(Br)cc1	-1.9	101.2	0.6	2.0	99.5	-2.0	104.8	10.6
CC(C)OC(=O)C1Cc2ccccc2CN1S(=O)(=O)c1cccs1 (stereo unspecified)	-4.8	94.1	-0.9	3.1	97.0	-0.6	70.7	-4.1
O=S(=O)(c1ccccc1)N1CCC(=NO)CC1	-5.9	99.3	1.6	-0.9	91.4	-6.1	93.8	6.8
N#C/C(=C\c1ccc(N2CCCCC2)o1)C(=O)Nc1cccc(Br)c1	-24.5	111.9	99.6*	-44.1	99.0	-3.1	99.0	-2.4
O=C(c1cc2nc(-c3ccc(F)cc3)cc(C(F)(F)F)n2n1)N1CCOCC1	-2.9	235.7*[may fluoresce violet]	4.8	12.1	59.9[may fluoresce violet]	0.8	81.4[may fluoresce violet]	2.0
Cc1cccc(C)c1NC(=O)CNC(=O)c1ccccc1OCc1ccccc1	-5.4	98.7	0.8	-1.9	95.0	-8.4	87.5	-4.2
Cc1ccc(Cn2nc(C)cc2C(=O)Nc2ccc(Cl)cc2)cc1	-3.6	98.4	18.2	-3.3	104.2	6.7	116.7	-2.9
CC(=O)Nc1c(O)c2ccccc2[nH]c1=O	-22.9	98.9	1.0	-28.4	98.8	0.4	100.4	-12.8
CCOC(=O)C1CCCN(C(=O)c2ccc3c(c2)OCO3)C1 (stereo unspecified)	5.7	93.5	1.3	5.1	93.7	11.1	95.3	-5.2
Cc1ccc(C)c(NC(=O)CCC(=O)NNC(=O)COc2cc(C)ccc2C)c1	-8.0	103.6	11.0	4.3	114.5	-7.3	103.9	-11.4
CCC(C)c1ccccc1N1CC(C(=O)NCCCn2nc(C)cc2C)CC1=O (stereo unspecified)	0.7	99.2	3.0	19.1	98.0	nt	100.2	1.7
Cc1cccc(NC(=O)CCNS(=O)(=O)c2cccc3nsnc23)c1C	-9.0	101.7	-1.6	-4.8	103.0	12.1	93.5	20.3
Cn1c(CN2CCN(c3ccc(Cl)cc3)CC2)nc2ccccc21	-4.4	88.6	18.0	-5.6	93.0	9.8	95.7	-4.7
CC(C)c1nc2c(c(=O)c3ccccc3n2C)c(=O)n1CCc1ccccc1	3.5	90.2	-1.7	4.0	102.8	0.6	100.8	15.9
COC(=O)CCCC(=O)NC1CC(C)(C)Cc2c1cnn2-c1ccc(C)cc1 (stereo unspecified)	1.9	102.2	1.1	23.1	98.4	9.6	91.0	-10.4
CN1CCC(N(C)C(=O)COc2ccccc2Cl)CC1	6.8	99.9	-0.8	-4.7	102.5	nt	95.9	0.3
Nc1c(-c2ccccc2)c(CN2CCOCC2)nn1-c1ccccc1	1.7	104.9	-0.5	10.8	94.4	2.6	97.5	8.7

The closing 2 entries of the section before lead into the next:
mol	procasp3 activ	MEP2 TOR yeast	AHR act	procasp7 counter	RPL19A-GFP yeast	EBNA-1 inhibitor	LAP4-GFP MLPCN	ZTA counter
CN1CCC(N(C)C(=O)COc2ccccc2Cl)CC1	6.8	99.9	-0.8	-4.7	102.5	nt	95.9	0.3
Nc1c(-c2ccccc2)c(CN2CCOCC2)nn1-c1ccccc1	1.7	104.9	-0.5	10.8	94.4	2.6	97.5	8.7
CC(C)[C@H](NC(=O)OCc1ccccc1)C(=O)NCc1ccccc1	6.5	99.7	-0.4	2.2	100.5	5.9	88.4	5.1
CCOc1ccccc1NC(=S)Nc1ccc(S(N)(=O)=O)cc1	-0.6	93.0	3.5	1.7	97.4	-5.9	93.3	4.6
CC(C)CNC(=O)C(=O)NC1CCCC1	-6.0	101.6	7.6	12.7	99.2	5.4	86.6	13.0
CC1(C)Cc2ccccc2C(CSc2ccccc2C(=O)O)=N1	0.8	102.3	-3.4	-3.8	96.1	-4.6	98.0	-9.0
COc1cc(NC(=O)CSc2nc3[nH]ncc3c(=O)n2-c2ccccc2C)cc(OC)c1OC	-5.2	97.1	0.9	-8.3	101.4	0.2	89.8	5.4
CCCCN(CC)CCNC(=O)c1cc2c(=O)[nH]c3ccccc3c2s1	1.8	112.7	5.1	0.2	109.2	3.0	100.1	-14.4
CCC(CC)NC(=O)CC(c1ccccc1)c1ccccc1	-2.7	99.4	2.2	-7.5	94.1	-9.7	100.6	0.4
Cc1ccc(CNC(=O)CN2CCCC(C)C2)cc1 (stereo unspecified)	-11.4	99.4	1.3	9.8	100.6	5.1	100.5	7.2
Cc1cc(C)c(S(=O)(=O)Nc2cnc3ccccc3c2)c(C)c1	3.1	98.8	2.9	-2.2	100.9	7.9	102.1	13.3
CCOC(=O)c1ccc(NC(=S)N(CCCN2CCN(CC)CC2)Cc2cccs2)cc1	0.1	98.4	0.6	6.6	96.7	-4.7	107.6	-16.0
